# Screening data as filed in PubChem BioAssay.
# TNF death inh – inhibitors of TNF-alpha triggered necroptosis, primary screen, cell-based, Jurkat FADD-/-, single concentration; Jurkat FADD-/- TNF necroptosis rescue, ATP luminescence, 24 h; 0 = TNF only, 100 = no-TNF cells; activation (protection from cell death), % at 10 µM; 0.068% of 220,000 active; AID 463075, 2010;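 active means activation, meaning protection from cell death, of at least 50% relative to plate controls; inactive means activation below 50%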;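 further: necroptosis triggered by 40 ng/mL TNF-alpha added together with compound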
# NCF1 inh – p47phox/p22phox peptide binding inhibitors, primary screen, biochemical, uHTS, NADPH oxidase regulatory subunit. fluorescence polarization, 2 h. Neutrophil cytosol factor 1 (Homo sapiens), P14598. inhibition, % at 24.7 µM. 0.53% of 220,000 active. AID 1274, 2008;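 active means inhibition above about 30%, limit read from the data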;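 further: 0% = p47phox with labelled peptide and 100% = labelled peptide alone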
# EBV gp42 block – Epstein-Barr virus gp42 inhibitors, primary screen, biochemical, uHTS, fluorescence polarization; inhibition, % (tested at 21.74 µM); 0.42% of 220,000 active; Fluorescence polarization binding assay, mP read-out; AID 1085, 2008; Glycoprotein 42 (Epstein-Barr virus (strain AG876)), Q1HVG2; in the data active means inhibition above about 50%
# Target sequence (Q1HVG2 whole entry, looked up): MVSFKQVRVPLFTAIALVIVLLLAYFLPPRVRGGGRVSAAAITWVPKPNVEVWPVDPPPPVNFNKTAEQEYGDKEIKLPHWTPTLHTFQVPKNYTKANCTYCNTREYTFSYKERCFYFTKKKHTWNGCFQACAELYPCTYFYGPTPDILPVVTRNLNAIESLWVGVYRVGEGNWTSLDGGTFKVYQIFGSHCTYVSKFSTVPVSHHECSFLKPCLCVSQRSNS
# TRPML3 ag – human TRPML3 channel agonists, primary screen, cell-based, HEK293 TRPML3-YFP, Fluo-8 calcium fluorescence, 3 µM | Mucolipin-3 (Homo sapiens), Q8TDD5 | 0.29% of 220,000 active | 100% = the carbachol control signal | AID 1448, 2008 | activation, % at 3 µM;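 active means activation above its plate's cutoff, the mean activation of the plate's test wells plus 3 SD, cut at about 12% in these data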;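 further: 0% = DMSO only wells and 100% = carbachol wells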
# Target sequence (Q8TDD5 whole entry, looked up): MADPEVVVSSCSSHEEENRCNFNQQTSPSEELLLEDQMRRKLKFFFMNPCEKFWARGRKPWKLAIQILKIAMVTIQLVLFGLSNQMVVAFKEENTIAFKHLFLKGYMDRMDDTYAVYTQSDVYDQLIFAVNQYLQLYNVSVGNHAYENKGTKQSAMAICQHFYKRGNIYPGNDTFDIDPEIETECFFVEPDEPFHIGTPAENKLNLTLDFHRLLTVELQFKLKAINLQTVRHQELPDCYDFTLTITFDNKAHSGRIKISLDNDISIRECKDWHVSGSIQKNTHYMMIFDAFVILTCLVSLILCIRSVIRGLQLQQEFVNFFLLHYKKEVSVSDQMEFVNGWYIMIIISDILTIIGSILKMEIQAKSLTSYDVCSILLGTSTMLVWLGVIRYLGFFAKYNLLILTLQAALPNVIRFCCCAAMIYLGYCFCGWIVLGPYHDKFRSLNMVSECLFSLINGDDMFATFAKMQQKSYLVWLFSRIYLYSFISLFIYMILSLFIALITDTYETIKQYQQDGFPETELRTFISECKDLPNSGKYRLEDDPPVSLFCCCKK
#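 Test system – HEK293 line with stable expression of human TRPML3-YFP channel · Control set – carbachol 87 µM final as high control (100%), DMSO as low control (0%) · Signal – Fluo-8 calcium dye fluorescence, ex 470-495, em 515-575 nm · Incubation – 1-h 37 °C dye load, 5-s basal, 120-s post-compound reads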
# zfTRPN1 agonist – zebrafish TRPN1 channel agonists, primary screen, cell-based, HEK293, calcium fluorescence; transient receptor potential cation channel N1 (TRPN1/NompC), Danio rerio; HEK293 zebrafish TRPN1-YFP, Fluo-8 calcium fluorescence; 100% = response to 87 µM carbachol; activation, % at 3 µM; 0.18% of 220,000 active;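 active means activation above its plate's cutoff, the mean activation of test wells on that plate plus 3 SD, cut at about 19% in these data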;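 further: 0% = DMSO alone and 100% = 87 µM carbachol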
#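 Assay system: Zebrafish TRPN1-YFP in HEK293 cells | Incubation: Dye loading 1 h at 37 °C, then 30 min room temperature | Measured by: Kinetic Fluo-8 fluorescence, ex 470-495, em 515-575 nm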
# Runt-SMMHC FRET – inhibitors of RUNX1 Runt–CBFb-SMMHC binding, primary screen, biochemical, FRET, Cerulean-Runt, Venus-CBFb-SMMHC, uHTS | Runt-related transcription factor 1 (Homo sapiens) + Core-binding factor subunit beta … | Cerulean-Runt/Venus-CBFb-SMMHC FRET ratio 530/480, 1 h | inhibition, % at 20 µM | 0.74% of 220,000 active | AID 1434, 2008;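 active means mean inhibition across duplicate retests at 20 µM reaching about 50%, limit read from the data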;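 further: 0% = DMSO wells and 100% = wells with excess untagged CBFb-SMMHC; inhibitors lower the FRET ratio by blocking Runt binding to CBFb-SMMHC; some results filed as inactive read as strong as hits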
# CHOP inhibitor – inhibitors of CHOP promoter induction, primary screen, cell-based, unfolded protein response, luciferase reporter; CHO-K1 CHOP-promoter luciferase, tunicamycin-induced, 15-18 h; 3.8% of 220,000 active; AID 2732, 2010; inhibition, % at 10 µM;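 active means compounds that reduced the stress-induced luciferase reporter signal by more than about 70% of percent inhibition, limit read from the data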;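 further: 0% = tunicamycin plus vehicle and 100% = wells without tunicamycin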
# Mdm2 ligase inh – MDM2-luciferase reporter signal enhancers, primary screen, MDM2 E3 ligase inhibitor project, cell-based, luminescence, 1536-well; 0.11% of 210,000 active; cell-based MDM2 ubiquitination luciferase reporter, 2 h; 0 = plate control, 100 = twice control, blank-subtracted; E3 ubiquitin-protein ligase Mdm2 (Homo sapiens), Q00987; AID 1230, 2008; signal enhancement, % at 5 µM;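 active means signal enhancement of 30% or more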;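 further: luminescence tracks abundance of the self-degrading MDM2-luciferase fusion protein; higher signal means inhibition of MDM2 E3 ligase activity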
#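 Assay system: mammalian cells stably expressing self-ubiquitinating, self-degrading MDM2 E3–luciferase fusion. Quantity: 2000 cells in each well. Medium: DMEM culture medium. Compound dosing: single-point 5 µM. Timing: cell settling 4 h, compound treatment 2 h, both 37 °C. Technique: luciferase luminescence. Read-out basis: percent signal gain over controls, blank-subtracted. Benchmarks: plate controls and plate blanks.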
# PPC-1+TRAIL kill – compounds killing PPC-1 cancer cells with TRAIL present, primary screen, TRAIL potentiator project, ATPLite luminescence, uHTS. PPC-1 cells + TRAIL, ATPLite viability luminescence. AID 1443, 2008. 0.41% of 220,000 active. cell killing (% activity), % at 4 µM;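 active means cell killing above 50% in the first pass at 4 µM, then a duplicate retest at 5 µM averaging 50% or more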;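 further: plate controls were cells with TRAIL plus DMSO for no effect and medium-only wells lacking cells for full effect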
# Numbers without * were called inactive; . = not tested or not shown.
SMILES,TNF death inh,NCF1 inh,EBV gp42 block,TRPML3 ag,zfTRPN1 agonist,Runt-SMMHC FRET,CHOP inhibitor,Mdm2 ligase inh,PPC-1+TRAIL kill
CCC1C(C#N)=C(N)OC2=C1C(=O)CC(C)(C)C2 (configuration not stated),-1.6,-11,-3,-0.7,1.4,-1,41,6,2
CC1CC(C(F)(F)F)n2ncc(C(=O)O)c2N1 (configuration not stated),1.6,-5,-7,0.1,-0.3,1,-8,-13,24
O=C(c1cc(-c2ccco2)on1)N1CCN(C(c2ccccc2)c2ccccc2)CC1,0.1,-108,-49,-0.1,1.6,-6,30,-12,3
CC1(C)NC(=O)N(CC(O)CN2CCOCC2)C1=O (configuration not stated),0.0,-11,-11,0.5,1.8,2,4,-11,-1
CC(C)(CO)NC(=S)NCc1ccco1,-1.9,-19,-11,0.1,3.0,-1,-17,-16,9
Cc1ccc(S(=O)(=O)NCc2ccc(C(=O)N(C)CCC#N)cc2)cc1,-0.7,-15,-14,0.1,0.4,1,-10,-17,5
Nc1nnc(Cc2ccc(Cl)cc2Cl)s1,0.8,-5,6,0.4,1.0,-2,8,-13,23
Cc1cccc(C)c1NC(=S)N1CCC(N(C)CC2CCCO2)CC1 (configuration not stated),1.4,-7,0,0.7,2.8,0,-19,-12,-13
COCCN(C(=O)Cc1cccs1)C(C(=O)NCc1ccc(OC)cc1)c1ccc(OC)cc1 (configuration not stated),-4.3,3,-11,0.6,1.3,-3,1,-18,14
CC(=O)N=c1c(C#N)cc2c(=O)n3cccc(C)c3nc2n1Cc1ccco1,-2.6,-9,-11,-0.3,-0.8,88*,13,-15,4
CCN(c1ccccc1)S(=O)(=O)c1ccc2[nH]cc(C(=O)N3CCOCC3)c(=O)c2c1,-0.7,-11,-5,0.2,2.6,2,23,-11,-16
COc1ccc(CC(=O)Nc2ccc(C(=O)NC(C)(C)C)cc2)cc1,1.9,-8,-10,0.8,1.2,2,19,-2,0
O=C1CCn2nc(-c3ccc(Cl)cc3)cc2N1,1.4,-14,-3,1.0,1.3,-1,22,-14,12
Cc1ccn2cc(CSc3ccccc3N)nc2c1,-1.4,-16,-10,-0.5,0.3,1,-25,-17,11
Cc1ccc(C(=O)OCC(=O)Nc2ncc(Cl)cc2Cl)cc1NC(=O)c1ccco1,-1.6,-5,11,0.3,1.7,-1,21,-7,1
Cc1cc(NC(=O)COC(=O)c2cc3c(s2)CCC(C)C3)no1 (configuration not stated),-3.6,-21,-28,0.3,-1.1,1,47,-16,22
CC(=O)c1ccc(NC(=O)COC(=O)CCc2ccc(S(=O)(=O)N3CCOCC3)cc2)cc1,1.6,-2,-9,2.0,2.2,0,-14,-6,-3
CC(=O)/C(C#N)=C1\NC(=O)C(Cc2ccc(C)c(C)c2)S1 (configuration not stated),-8.3,-9,-17,2.1,2.9,-2,11,-13,17
O=c1[nH]c2ccccc2c(O)c1-c1ccccc1[N+](=O)[O-],-0.8,-2,-21,0.9,0.5,2,1,4,10
CCCC(C)C(=O)OCC(=O)Nc1c(Br)cc(C)cc1Br (configuration not stated),0.5,1,-8,-1.9,-2.9,0,7,4,-19
COc1cc(C2C(C#N)=C(N)Oc3cc(N(C)C)ccc32)cc2c1OCO2 (configuration not stated),-11,-35,-42,1.8,2.2,13,.,-15,1
CC1(C)CC(=O)C=C(Nc2ccc(C(=O)O)cc2)C1,-1.0,0,-18,1.1,1.3,0,-7,-1,23
CC1CC(C)(C)NC(=S)N1CCCC(=O)Nc1ccc(Br)cc1 (configuration not stated),0.4,-6,-5,0.2,-1.4,0,7,2,2
O=C(/C=C/c1ccccc1)Nc1nnc(SCC(=O)c2ccc3ccccc3c2)s1,1.0,-20,9,0.7,1.0,-4,66,.,18
OC(Cn1cccn1)c1ccccc1 (configuration not stated),1.1,-15,-21,0.8,0.5,-7,-11,2,-3
Cc1nnc(SCC(=O)N2CCN(S(=O)(=O)c3ccccc3)CC2)s1,0.2,-16,-20,1.1,1.4,-1,22,-10,24
COc1ccc(N2CC(C(=O)Nc3cc(C)on3)CC2=O)cc1 (configuration not stated),-2.3,-9,-7,1.4,1.2,-19,8,-3,11
Cc1ccc(C)c(-n2ccnc2SCC(=O)O)c1,0.8,2,2,1.0,-0.2,1,-11,-1,11
Cc1cc(NCc2ccccn2)n2c(nc3ccccc32)c1C#N,-1.5,-18,-15,0.1,-0.7,.,4,-4,.
CCOC(=O)c1cnc2c(-c3ccc(Cl)cc3)cnn2c1C,1.0,-10,-20,-0.7,-1.9,.,-48,-16,.

# One compound at a time, as listed above.
# Cc1ccc(C(=O)OCC(=O)Nc2ncc(Cl)cc2Cl)cc1NC(=O)c1ccco1 is listed as TNF death inh: -1.6; NCF1 inh: -5; EBV gp42 block: 11; TRPML3 ag: 0.3; zfTRPN1 agonist: 1.7; Runt-SMMHC FRET: -1; CHOP inhibitor: 21; Mdm2 ligase inh: -7; PPC-1+TRAIL kill: 1
# O=C1CCn2nc(-c3ccc(Cl)cc3)cc2N1 is listed as TNF death inh: 1.4; NCF1 inh: -14; EBV gp42 block: -3; TRPML3 ag: 1.0; zfTRPN1 agonist: 1.3; Runt-SMMHC FRET: -1; CHOP inhibitor: 22; Mdm2 ligase inh: -14; PPC-1+TRAIL kill: 12
# CCCC(C)C(=O)OCC(=O)Nc1c(Br)cc(C)cc1Br (configuration not stated) is listed as TNF death inh: 0.5; NCF1 inh: 1; EBV gp42 block: -8; TRPML3 ag: -1.9; zfTRPN1 agonist: -2.9; Runt-SMMHC FRET: 0; CHOP inhibitor: 7; Mdm2 ligase inh: 4; PPC-1+TRAIL kill: -19

# Later entries.
SMILES,TNF death inh,NCF1 inh,EBV gp42 block,TRPML3 ag,zfTRPN1 agonist,Runt-SMMHC FRET,CHOP inhibitor,Mdm2 ligase inh,PPC-1+TRAIL kill
Oc1nc(Nc2ccc(F)cc2)sc1/C=C1\C=Nc2ccccc21,1.1,-84,-1,-0.8,-2.9,-3,7,-14,4
COc1ccccc1OCC(=O)Nn1c(=S)[nH]c2ncccc2c1=O,0.4,-20,-28,1.1,2.6,2,6,-19,10
COc1cc(C2C(C#N)=C(C)NC3=C2C(=O)CC(C)(C)C3)cc(OC)c1O (configuration not stated),-0.8,-1,-16,0.8,2.2,5,6,-6,-3
COc1ccc(Oc2ccccc2/C=N/O)cc1,-7.6,-1,-13,-0.4,-1.6,0,44,-13,4
COc1ccc(-c2c(C)oc3c(CN4CCOCC4)c(O)ccc3c2=O)cc1,0.7,-14,-10,0.2,3.1,1,21,-2,-16
Cc1ccc(C(=O)N/N=C/c2ccc(-c3cccc(Cl)c3)o2)cn1,-2.6,-17,-9,0.7,1.6,1,-2,-9,1
CCCN1C(=O)SC(CC(=O)Nc2ccccc2)C1=O (configuration not stated),2.9,-7,-15,-0.5,0.2,1,33,-1,7
COc1ccccc1C(=O)NNC1=C(C(=O)C(F)(F)F)CCC1,-1.9,-15,-14,0.5,1.9,-3,5,-12,-15
Cc1nnc(-c2ccc(Cl)cc2)nc1NCCN(C)C,4.0,6,2,1.1,-0.3,2,-1,-27,12
CN(CC(=O)NC1CCCc2ccccc21)C1CCCCC1 (configuration not stated),0.7,-4,3,0.7,-1.4,-4,25,-17,-6
CNC(=O)C1C2C=CC3(O2)C1C(=O)N(CCOC)C3C(=O)NCc1ccc(OC)cc1 (configuration not stated),0.4,-8,-18,0.8,0.3,3,18,-10,11
CCOC(=O)c1ccc(NC(=S)N(CCN2CCCCCC2)Cc2ccco2)cc1,1.1,-7,1,1.1,0.0,-4,29,3,14
CCCn1cc2c(c1-c1cccc(C)c1)c(=O)n(C)c(=O)n2C,-4.3,-3,-16,-0.4,0.5,1,1,-12,10
O=C(O)Cc1c(O)ccc2ccccc12,-0.1,-4,-8,-0.1,1.6,4,0,-7,6
CC(=O)Nc1nc(N(C)C)nc(N(C)C)n1,1.0,-3,-1,0.1,-0.5,4,1,-4,2
CCc1cc(=O)oc2c(C)c(O)c(CN(C)C)cc12,2.4,-4,-8,0.8,0.5,62*,16,3,13
NC(=O)COC(=O)c1ccc(-c2ccccc2)cc1,-1.7,-6,-13,0.3,1.4,2,4,-10,23
CC(C)C1COC(c2cccc3ccccc23)=N1 (configuration not stated),2.2,-1,-4,0.6,0.4,3,3,.,-2
CN(C)/C=C/C(=O)c1ccc(S(=O)(=O)c2ccccc2)cc1,-0.7,-12,0,0.9,-1.1,-4,20,-7,4
Cc1cccc(N2C(=O)CC(Sc3ncn[nH]3)C2=O)c1 (configuration not stated),-1.4,-5,-19,0.5,-0.7,10,24,-1,3

# Nothing new here: an excerpt of the list.
SMILES,TNF death inh,NCF1 inh,EBV gp42 block,TRPML3 ag,zfTRPN1 agonist,Runt-SMMHC FRET,CHOP inhibitor,Mdm2 ligase inh,PPC-1+TRAIL kill
CC(C)C1COC(c2cccc3ccccc23)=N1 (configuration not stated),2.2,-1,-4,0.6,0.4,3,3,.,-2
CN(C)/C=C/C(=O)c1ccc(S(=O)(=O)c2ccccc2)cc1,-0.7,-12,0,0.9,-1.1,-4,20,-7,4
Cc1cccc(N2C(=O)CC(Sc3ncn[nH]3)C2=O)c1 (configuration not stated),-1.4,-5,-19,0.5,-0.7,10,24,-1,3

# New compounds follow
SMILES,TNF death inh,NCF1 inh,EBV gp42 block,TRPML3 ag,zfTRPN1 agonist,Runt-SMMHC FRET,CHOP inhibitor,Mdm2 ligase inh,PPC-1+TRAIL kill
COc1ccc(S(=O)(=O)NC2CC2)cc1C(=O)N1CCOCC1,0.6,-5,-10,0.3,1.4,1,3,-4,25
Cn1c(C(=O)OCC(=O)NCc2ccco2)cc2sccc21,-10,-9,-1,-0.3,0.7,1,13,-13,-5
Nc1nonc1C(=O)NCCNS(=O)(=O)c1ccc(F)cc1,2.0,-6,3,1.0,-0.3,2,37,1,11
O=C(CN1CCN(Cc2ccccc2F)C1=O)NCCc1ccc(Cl)cc1,1.2,-12,3,0.1,1.2,0,12,-13,3
COc1ccc([N+](=O)[O-])cc1CSc1ccccn1,0.1,-4,-5,0.4,-0.8,0,-2,-3,15
